From PubChem BioAssay
12-LOX inh = ALOX12 (human) lipoxygenase inhibition. 580,000 compounds, 1.1% hits. purified 12hLO, xylenol orange hydroperoxide absorbance. P18054. Potency, µM (titrated, usually from 108 µM), for the others: at the highest dose activity change, negative = inhibition, most hits filed as inhibitors. AID 1671190; active = well fitted inhibition curve with a large enough effect; inconclusive = small, poorly fitted or top-dose-only effect, or another doubt; inactive = no such curve, though single readings can be large or run the other way
Target sequence (P18054 whole entry, looked up): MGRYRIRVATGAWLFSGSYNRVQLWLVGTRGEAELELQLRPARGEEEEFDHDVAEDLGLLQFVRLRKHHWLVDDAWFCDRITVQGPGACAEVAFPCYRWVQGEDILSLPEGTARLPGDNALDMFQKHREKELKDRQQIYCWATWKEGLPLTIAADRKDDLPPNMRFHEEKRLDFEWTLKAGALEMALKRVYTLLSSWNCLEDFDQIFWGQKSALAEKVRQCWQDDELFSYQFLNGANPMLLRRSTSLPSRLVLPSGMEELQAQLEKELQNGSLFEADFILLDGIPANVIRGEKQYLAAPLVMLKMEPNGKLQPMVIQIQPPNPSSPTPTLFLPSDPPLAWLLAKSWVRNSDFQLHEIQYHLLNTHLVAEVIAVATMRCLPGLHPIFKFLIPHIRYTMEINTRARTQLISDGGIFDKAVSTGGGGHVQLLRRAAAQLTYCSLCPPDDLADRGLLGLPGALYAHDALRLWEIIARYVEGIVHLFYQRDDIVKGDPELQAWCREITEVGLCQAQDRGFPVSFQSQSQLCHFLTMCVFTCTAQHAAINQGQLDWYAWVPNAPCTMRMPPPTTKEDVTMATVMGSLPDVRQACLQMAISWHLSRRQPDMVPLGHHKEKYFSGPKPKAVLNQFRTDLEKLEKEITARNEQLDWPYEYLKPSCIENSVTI
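Hydroperoxide product was detected by ferrous iron/xylenol orange as the 573 to 405 nm absorbance ratio. Arachidonic acid at 40 uM (final) was turned over for 30 min at room temperature by 150 nM human 12hLO, pH 7.0 Hepes buffer, after 15 min compound preincubation.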
The depositor's hits bear a star; ? = inconclusive; & = joins results of further samples; [ ] = dose if it differs, or a comment. % is scaled to controls: 0 for no effect and ±100 for the full control effect; potency is read from the fitted curve at half-maximal effect. This is a subset. The share of hits here may be higher or lower than overall.

| 12-LOX inh | SMILES |
| --- | --- |
| 0% | CCc1noc(-c2cn(C3CCN(C(=O)c4cccc(Br)c4)C3)nn2)n1 (stereo unspecified) |
| 1% | CCc1ccc(S(=O)(=O)N2CCN(Cc3nc4cc(C(=O)N5CCCCC5)ccc4o3)CC2)cc1 |
| -19% | COc1ccc(-n2c(=O)c3c(n2Cc2ccccc2)CN(CCCc2ccccc2)CC3)cc1 |
| 5% | O=C(C1CCC1)N1CCC(C(=O)N2CCCC2c2ccco2)CC1 (stereo unspecified) |
| -28% | COc1ccccc1OCCNC(=O)COc1cc2oc(=O)cc(C)c2cc1Cl |
| -3% | Cc1nccc(-c2ccccc2)c1C(=O)N1CCCC[C@H](N(C)C)C1 |
| ? | Cc1ccc(N(Cc2nnc(SCC(=O)c3cc(C)n(C4CC4)c3C)n2C)S(C)(=O)=O)cc1 |
| -1% | Cc1nc(-c2ccccc2F)sc1C(=O)N1CCCC(C(=O)O)C1 (stereo unspecified) |
| ? | COc1ccc2c(C)c(CC(=O)NCc3ccc4c(c3)OCO4)c(=O)oc2c1 |
| 39%[activator] | CCc1nncn1C1CCN(S(=O)(=O)c2cc(F)cc(F)c2)CC1 |
| 63%[activator] | CCOc1ccccc1CNC(=O)c1cc2c(N3CCCC3)nc(C)cn2n1 |
| -19% | Cc1c(C(=O)N2CCCCC2)sc2ncnc(NCCc3ccccn3)c12 |
| 45µM* | Cc1ccc(C)n1C1C(=O)N(C)c2ccc(Cl)cc21 (stereo unspecified) |
| -24% | COc1ccc2nc(SCC(=O)Nc3nc(C)c(C)s3)[nH]c2c1 |
| 35%[activator] | CCNc1c(NS(=O)(=O)c2ccc3c(c2)oc(=O)n3C)c(=O)oc2ccccc12 |
| 60%[activator] | Cc1oc(-c2cccc(Cl)c2)nc1CN1CCN2C(=O)CNC(=O)C2C1 (stereo unspecified) |
| 14% | CC(C)C(=O)N1CCC(N2CC3CC(C2)[C@H]2CCCC(=O)N2C3)CC1 (stereo partly specified) |
| 12% | COc1ccc(CCNC(=O)[C@H]2CCC[C@H]2NC(=O)c2ccncc2)cc1OC |
| ? | O=c1c2sccc2nc(SCc2nc(-c3cccc(C(F)(F)F)c3)no2)n1C1CC1 |
| ? | CCc1cccc2c(C(=O)CN3C(=O)CC4(CCCCC4)C3=O)c[nH]c12 |
| 0% | COC(=O)c1ccc2nc(-c3cccc(Cl)c3)c(Cc3ccccc3)n2c1 |
| -10% | CC(=O)c1c(C)[nH]c(C(=O)C(C)OC(=O)c2ccc(F)c(F)c2)c1C (stereo unspecified) |
| 55%[activator] | CCc1nc2c(c(-c3ccc(O)cc3)n1)CN(Cc1ccccc1OC)CC2 |
| -12% | CC1(CNC(=O)c2ccc(Cl)s2)CCOCC1 |
| 51%[activator] | CCc1nccn1CC(=O)N1CCc2[nH]cnc2C1C(=O)O (stereo unspecified) |
| -14% | O=C(CC12CC3CC(CC(Br)(C3)C1)C2)OC(C(=O)c1c[nH]c2ccccc12)c1ccccc1 (stereo unspecified) |
| 48%[activator] | CC(C)c1nc(CNC(=O)c2ccc(NC3CCCCC3)nc2)no1 |
| -7% | COC(=O)C[C@H]1CC[C@@H](NS(=O)(=O)c2ccccc2)[C@@H](CO)O1 |
| 2%[6.33 µM] | Cc1ccc(C)c([S+](=O)([O-])c2nnn3c2nc(NC2CCCC2)c2ccccc23)c1 |
| 22% | O=C(C1CCN(C(=O)N2CC3CC(C2)[C@H]2CCCC(=O)N2C3)CC1)N1CCCC1 (stereo partly specified) |

Random excerpt: six records from the list
| 12-LOX inh | SMILES |
| --- | --- |
| 1% | CCc1ccc(S(=O)(=O)N2CCN(Cc3nc4cc(C(=O)N5CCCCC5)ccc4o3)CC2)cc1 |
| -7% | COC(=O)C[C@H]1CC[C@@H](NS(=O)(=O)c2ccccc2)[C@@H](CO)O1 |
| 48%[activator] | CC(C)c1nc(CNC(=O)c2ccc(NC3CCCCC3)nc2)no1 |
| -14% | O=C(CC12CC3CC(CC(Br)(C3)C1)C2)OC(C(=O)c1c[nH]c2ccccc12)c1ccccc1 (stereo unspecified) |
| 0% | COC(=O)c1ccc2nc(-c3cccc(Cl)c3)c(Cc3ccccc3)n2c1 |
| ? | COc1ccc2c(C)c(CC(=O)NCc3ccc4c(c3)OCO4)c(=O)oc2c1 |

Next part
| 12-LOX inh | SMILES |
| --- | --- |
| 17% | O=c1[nH]c(C2CCN(Cc3ccccc3C(F)(F)F)CC2)nn1Cc1ccccc1 |
| 20% | C=CCNC(=O)NC(=O)CN(CC)c1cc(C)cc(C)c1 |
| 1% | Cc1ccc2cc(C)c(Nc3cccc(C)c3C)nc2c1 |
| 90%[activator][176 µM] | Cc1nn(-c2ccccn2)c(C)c1[C@@H]1C=C[C@@H](NC(=O)c2ccco2)C1 |
| 54%[activator] | CCCCn1nc(C(=O)Nc2ccc3nc(SC)sc3c2)c2ccccc2c1=O |
| 44% | CCC(=O)N1CCc2[nH]nc(C(=O)NCCCc3ccccc3)c2C1 |
| 1% | C[C@@H]1CN(C(=O)CN(C)Cc2ccccc2F)C[C@]1(C)O |
| 6% | CCC(=O)Nc1ccc(-c2nc3ccccc3o2)cc1 |
| -2%[176 µM] | COc1ccc(CC(=O)N2CC[C@@H](CC(=O)O)[C@@H](CCN3CCC[C@H]3C(N)=O)C2)cc1 |
| 50%[activator] | CCc1csc(CNC2CCN(C(=O)c3ccccc3)CC2)n1 |
| 27% | O=C(NC1CCN(c2cc(-c3ccccc3)[nH]n2)CC1)c1cc(F)ccc1Cl |
| 71%[activator] | CCc1cccc(NC(=O)Cn2nc3n(c2=O)CCCCC3)c1 |
| ? | Cc1cc(F)ccc1NCc1ccccc1C#N |
| 8% | COCC(C)NC(=O)CSc1nc2ccccc2nc1C (stereo unspecified) |
| 101%[activator][176 µM] | CN(Cc1ccncc1)Cc1ccc(-c2ccccc2)cc1 |
| ? | CN1C(=O)[C@@H]2C[C@@H](O)CN2C2(CN(Cc3cccc(F)c3)C2)C1=O |
| -6% | Cc1cccc2c(-c3ccccc3)c(-c3ccccc3)[nH]c12 |
| 16% | COc1ccccc1-c1noc(-c2nnn3c2COC(c2ccc(F)cc2)C3)n1 (stereo unspecified) |
| 26%[176 µM] | COc1ccc(-c2cc(N3CCOCC3=O)c3cncn3c2)cc1OC |
| 9% | O=C(N1C[C@@H](CO)[C@H](c2ccncc2)C1)C1(c2ccccc2)CCCC1 |
| ? | CN(Cc1ccccc1)c1ccccc1NCC(=O)NC(N)=O |
| -5%[176 µM] | O=C1Cc2c(-c3ccc(Oc4ccccc4)cc3)n[nH]c2CN1Cc1ccccc1F |
| -2% | CS(=O)(=O)Nc1ccc(/C=C/C(=O)O)cc1 |
| ? | O=C(Cc1scnc1-c1cccs1)NCc1ccccc1F |
| -14% | O=S(=O)(NCCc1cn2ccccc2n1)c1cc(Cl)ccc1Cl |
| ? | Cc1cnc(CNc2ncnc3ccc(-c4cccc(C#N)c4)cc23)cn1 |
| 67%[activator][176 µM] | COc1cccc(C(=O)N2CCC(c3nn(C)c(=O)[nH]3)CC2)c1 |
| 6% | Cn1cc(C(=O)NCCc2noc(C3CC3)n2)cn1 |
| ? | CC(C)n1c(C=C[C@H](O)C[C@H](O)CC(=O)O)c(-c2ccc(F)cc2)c2ccccc21 |
| ? | COc1ccc(-c2cc(C(=O)NCCC(C)C)c3ccccc3n2)cc1 |

Gathered by group: those above containing a thiophene ring, fused or not (four)
| 12-LOX inh | SMILES |
| --- | --- |
| -19% | Cc1c(C(=O)N2CCCCC2)sc2ncnc(NCCc3ccccn3)c12 |
| ? | O=c1c2sccc2nc(SCc2nc(-c3cccc(C(F)(F)F)c3)no2)n1C1CC1 |
| -12% | CC1(CNC(=O)c2ccc(Cl)s2)CCOCC1 |
| ? | O=C(Cc1scnc1-c1cccs1)NCc1ccccc1F |

Going on with the list.
| 12-LOX inh | SMILES |
| --- | --- |
| 19% | O=C(O)CC1C(=O)NCCN1Cc1ccc(F)cc1Cl (stereo unspecified) |
| ? | CS(=O)(=O)Nc1cccc(-c2ccc3ncnc(NCc4cccs4)c3c2)c1 |
| -26% | Cc1cc(SCC(=O)N(CCC#N)c2ccccc2)nc2ccccc12 |
| 39% | O=C(N1CCCC(Cc2nc(C3CCOCC3)no2)C1)C1(c2ccccc2)CC1 (stereo unspecified) |
| 48%&97%[activator] | Cn1cc([C@@H](NC(=O)c2scc3c2CCCC3)C2CC(O)C2)cn1 (stereo partly specified) |
| 1% | O=C(Cc1ccccc1)c1ccc(Br)cc1 |
| -24% | COCCN(C)c1ccc2c(-c3ccccc3OC)noc2n1 |
| 33%[activator] | CCC(=O)N1CCCN(CCOC)c2ccccc21 |
| -16%[176 µM] | C#CCNC(=O)C[C@@H]1C[C@@H](C(C)C)[C@H](CNS(=O)(=O)c2cccc(C#N)c2)C=C1C |
| 6%[176 µM] | CN1C[C@@H](NC(=O)c2ccccc2)C[C@H]1c1nc(-c2cnccn2)no1 |
| -2% | O=C(NCc1cccnc1)OC1CC2CC1[C@H]1CCCCN1C2=O (stereo partly specified) |
| ? | CCOC(=O)c1ccc2ncc(C(=O)OCC)c(Nc3cc(C)ccc3OC)c2c1 |
| ? | COc1ccc(NS(=O)(=O)c2cc(-c3cnc(C)o3)ccc2OC)cc1 |
| 16% | COC1CN(c2ccc(C)cc2)C12CCN(C(=O)CC(C)C)CC2 (stereo unspecified) |
| -14% | Cc1cc(Nc2ccc(F)cc2C)n2nc(-c3ccco3)nc2n1 |
| 9% | COCCN1C(=O)c2cccn2CC1CNC(=O)c1sc(C)nc1C (stereo unspecified) |
| -17% | O=C(NC1CCCc2ccccc21)c1ccc2c(Cl)c3c(nc2c1)CCCC3 (stereo unspecified) |
| -6%[176 µM] | C[S+](=O)([O-])c1ccc(-c2nccc3c(=O)cc(-c4cccnc4)oc23)cc1 |
| 42%[activator] | CN(C)C1(CNC(=O)c2ccc(NC(=O)c3ccco3)cc2)CCCCC1 |
| -32% | COc1ccc(-c2noc(Cn3cnc4c(nnn4-c4ccc(F)cc4)c3=O)n2)c(OC)c1 |
| 0% | COc1ccc(CNC(=O)c2scnc2C)cc1 |
| 0% | COc1ccc(C2(C(=O)N3CCC(c4ncc(C)n4C(C)C)C3)CC2)cc1 (stereo unspecified) |
| 77%[activator] | COc1cc(C)c(-c2nc(CN3CCOC(CCN)C3)c(C)o2)cc1C (stereo unspecified) |
| 48%[activator] | c1cnc(-c2nc(CC3CCCNC3)no2)cn1 (stereo unspecified) |
| -18% | Cc1cc2c(c(=O)n1CCN1CCOCC1)C(c1ccccc1F)C(C#N)=C(N)O2 (stereo unspecified) |
| 9% | CCc1cc(=O)oc2cc(OC(C)C(=O)NCc3cccnc3)c(Cl)cc12 (stereo unspecified) |
| -37% | O=C(O)CCS(=O)(=O)Nc1ccccc1 |
| 2%[6.33 µM] | COc1ccc(-c2nc(C3CC3)nc3c2CCN(Cc2cccc4ccccc24)CC3)cc1 |
| 80%[activator] | CCn1cc(S(=O)(=O)N2C[C@@H](C(N)=O)[C@H](c3nc(COC)no3)C2)cn1 |
| 26% | Cc1cn2nc(C(=O)N3CCC(NC(=O)c4cccn4C)CC3)cc2c(=O)[nH]1 |
| -1% | Cc1nc2cc(NC(=O)c3cccc(S(=O)(=O)Nc4ccc(Cl)cc4)c3)ccc2o1 |
| 28µM* | Cc1cc(C(=O)NNC(=S)NC(=O)c2ccccc2)cs1 |
| 22% | CCN(C(=O)Cn1c(=O)c2c(ncn2CC)n(Cc2ccccc2)c1=O)C1CCS(=O)(=O)C1 (stereo unspecified) |
| 9% | O=C(c1ccc(Cl)cc1)N1CCN(C(=O)c2nnn3c2COC(c2ccccc2)C3)CC1 (stereo unspecified) |
| 10%[176 µM] | C=CCNC(=O)N[C@H]1[C@H](O)[C@@H](N2CCN(C(C)=O)CC2)[C@@H]2OC[C@H]1O2 |
| -15% | COc1ccc(OC(=O)C(C)Oc2cccc(C)c2C)cc1 (stereo unspecified) |
| -30% | Cc1ccc(NC(=O)C2CCCN(C(=O)Cc3cccc4ccccc34)C2)c(Cl)c1 (stereo unspecified) |
| 3% | O=C(c1cn(CCCc2ccccc2)nn1)N1CCC(OCc2cccnc2)CC1 |
| 6% | O=S1(=O)N[C@H](Cc2ccccc2)COc2cc(N3CCOCC3)ccc21 |
| -4% | O=C(NC1CCCC1)c1nc(-c2ccc3cc[nH]c3c2)no1 |
| 39% | COc1ccc(-c2onc(C)c2C(=O)NCCc2ccc(F)cc2)cc1 |
| ? | CCC(=O)Nc1ccc(-c2csc(NC3CC3)n2)cc1 |
| -25% | CC1CC(NN(C)C)C(C#N)(C#N)C(C)C1(C#N)C#N (stereo unspecified) |
| 20% | COCCN1C(=O)c2cccn2CC1CNC(=O)COc1ccc(C)cc1 (stereo unspecified) |
| -22%[6.33 µM] | CN1CC(=O)N(C2CCNC2)Cc2c(NCc3cc(F)cc(F)c3)ncnc21 (stereo unspecified) |
| ? | COC(=O)C1=C(C)NC(=O)CC1c1c(F)cccc1Cl (stereo unspecified) |
| 5% | O=C(NCc1ccccc1)C1C(=O)Nc2ccccc2C(=O)N1Cc1ccccc1 (stereo unspecified) |
| 9% | Cc1cc(C(=O)NCc2nnc3n2CCN(Cc2ccc(F)cc2F)CC3)c(C)o1 |
| ? | Cc1ccc(CN2C(=O)NC3(CCN(C(=O)c4ccccn4)CC3)C2=O)cc1 |
| 3%[6.33 µM] | CC(=O)NCCCC(=O)N1CCOC2(CCN(C(=O)C3CCN(C)CC3)CC2)C1 |
| 1% | Cc1ccccc1OCc1nc(C2CN(C(=O)NCc3ccccc3)C2)no1 |
| ? | COc1ccc2c(c1)CCC/C2=N\OC(=O)c1cc(Cl)ccc1SC |
| 12% | Cc1cccc(C(=O)N2CCC(OC3CCN(Cc4ccccc4)CC3)CC2)c1 |
| 3% | COCCCNCc1ccc(SC)cc1 |
| 80%[activator] | CCOc1ccc(C(=O)N[C@@H]2CN(C)C[C@H]2CN(C)C)cc1OCC |
